Screening data as filed in PubChem.
RBX1-CUL1 inh = inhibitors of human ROC1-CUL1 ubiquitin ligase activity. E3 ubiquitin-protein ligase RBX1 (Homo sapiens) + Cullin-1 (Homo sapiens), P62877+Q13616. in vitro K48 di-Ub FRET, acceptor:donor ratio, 45 min. inhibition, % at 10 µM. actives 0.6% (n = 140,000); in the data active means inhibition above about 25%
Target sequence (P62877 whole entry, looked up): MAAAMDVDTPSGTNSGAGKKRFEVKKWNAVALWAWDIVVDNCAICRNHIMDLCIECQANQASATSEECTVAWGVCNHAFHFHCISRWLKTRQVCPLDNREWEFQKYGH
Target sequence (Q13616 whole entry, looked up): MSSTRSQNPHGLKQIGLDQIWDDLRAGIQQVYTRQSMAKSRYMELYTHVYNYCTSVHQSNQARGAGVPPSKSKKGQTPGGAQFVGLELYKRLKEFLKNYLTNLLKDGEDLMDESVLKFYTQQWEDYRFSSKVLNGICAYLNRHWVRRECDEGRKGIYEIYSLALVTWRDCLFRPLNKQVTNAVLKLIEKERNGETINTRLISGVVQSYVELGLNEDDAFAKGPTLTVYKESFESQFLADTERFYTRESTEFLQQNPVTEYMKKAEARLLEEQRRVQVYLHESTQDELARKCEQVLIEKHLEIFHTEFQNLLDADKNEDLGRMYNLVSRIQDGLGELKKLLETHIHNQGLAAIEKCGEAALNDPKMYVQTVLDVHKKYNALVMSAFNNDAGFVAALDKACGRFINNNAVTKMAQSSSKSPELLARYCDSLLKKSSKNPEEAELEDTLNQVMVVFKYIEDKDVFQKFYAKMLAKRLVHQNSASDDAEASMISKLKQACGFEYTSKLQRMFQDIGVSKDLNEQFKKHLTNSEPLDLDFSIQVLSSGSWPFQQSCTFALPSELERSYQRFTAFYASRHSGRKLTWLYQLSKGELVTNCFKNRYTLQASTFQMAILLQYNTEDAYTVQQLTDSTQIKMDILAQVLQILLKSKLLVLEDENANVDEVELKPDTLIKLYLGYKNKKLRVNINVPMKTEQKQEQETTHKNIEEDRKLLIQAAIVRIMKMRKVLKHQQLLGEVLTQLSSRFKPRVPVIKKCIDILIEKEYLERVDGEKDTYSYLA
The depositor's hits bear a star. This is a subset; the hit share may differ from the screen's.

SMILES	RBX1-CUL1 inh
Cc1ccc(-n2c(SCC(=O)NNC(=O)Cc3ccccc3)nnc2-c2ccccc2)cc1	-5.9
CCN(CC)C(=O)c1sc(NC(=O)CCSCCC(=O)Nc2sc(C(=O)N(CC)CC)c(C)c2C(=O)OC(C)C)c(C(=O)OC(C)C)c1C	-0.9
Cc1cc(C)nc(SCC(=O)Nc2nc(-c3ccccc3)cs2)n1	-0.2
CCc1nccn1CCC(=O)N1CCCC(N2CCN(c3cccc(Cl)c3)CC2)C1 (stereo unspecified)	-2.9
COc1ccc2c(c1)OC(C)CN(CCC(=O)NCc1cc(F)ccc1C)C2 (stereo unspecified)	-2.0
CCC(=O)N1CCC(N2CCCC(C(=O)NCCc3ccccc3)C2)CC1 (stereo unspecified)	-1.2
Cc1ncc2c(c1CNC(=O)c1ccccc1F)CCN(C(=O)CCn1c(=O)[nH]c3ccccc31)C2	-13.6
CCOc1cccc(C(=O)C2C(=O)C(=O)N(Cc3ccncc3)C2c2ccccc2)c1 (stereo unspecified)	5.1
C#CCN(C(=O)CCC1(Cc2ccc(Cl)cc2)CCC(=O)N1)C1CCCCC1 (stereo unspecified)	7.0
COc1ccc(CNC(=O)c2cnn(-c3ccc(C)cc3)c2C2CCN(C(=O)OC(C)(C)C)CC2)cc1	11.6
Cc1cccc(C)c1NC(=O)c1nnn(-c2c(C)cccc2C)c1C	-11.2
Cc1cccc(N2CCN(C(=O)c3cc4c(=O)[nH]c5ccc(C)cc5c4s3)CC2C)c1 (stereo unspecified)	-1.6
Cc1c(F)cccc1NS(=O)(=O)c1cccs1	1.1
CSc1ccc2c(c1)C(=O)Cc1ccccc1S2	-7.8
Cc1cc(C)c(OCC(=O)N(Cc2ccccc2)C2CCS(=O)(=O)C2)c(C)c1 (stereo unspecified)	2.4
Cc1cc(=O)n(Cc2cccc(Br)c2)c2c1c(C)nn2-c1ccccc1	-2.1
COc1cccc(CNC(=O)CN2C(=O)CSc3c2c(C)nn3-c2ccccc2)c1OC	2.9
COc1ccccc1NC(=O)NCc1cccn1Cc1ccccc1	4.8
CCOc1ccc(-c2cc(NC(=O)c3ccccc3)c(C(=O)OC)s2)cc1	3.8
CC1=CC(C)(C)N(C(=O)c2ccccc2)c2ccc(C)cc21	3.9
CCc1ccc(NS(=O)(=O)c2ccc(OC)c(Cl)c2Cl)cc1	-2.9
Cc1ccccc1NC(=O)CCOc1ccccc1	-1.4
COc1ccc(-c2c(C)c3cc(OC(=O)N4CCOCC4)ccc3oc2=O)cc1	-15.9
CCOC(=O)CSc1nc2ccc(NC(=O)COc3ccc(F)cc3)cc2s1	-10.8
CCOc1cc(/C=C2/SC(=S)N(C(CCC(=O)O)C(=O)O)C2=O)ccc1O (stereo unspecified)	13.5
SMILES	RBX1-CUL1 inh
CC1=NC2=C(C(=O)CCC2)C(c2cccc(O)c2)C1C(=O)OCCc1ccccc1 (stereo unspecified)	1.9
O=C(N/N=C\c1ccccc1C(=O)O)c1ccc(=O)[nH]n1	1.2
C/C(=N\NC(=O)c1ccccc1)c1ccc(N2CCCCC2)cc1	-1.8
Cc1cccc(-c2nnc(SCC(=O)Nc3ccc(Br)cc3F)n2N)c1	-3.9
Cc1ccc(Nc2c(-c3ccc(N4CCOCC4)cc3)nc3ncccn23)cc1	6.9
CCCCN(CC)CCCNC(=O)CS(=O)(=O)Cc1nc(-c2ccc(C)cc2)oc1C	2.0
CCOc1ccc(CC(=O)Nc2c(C(N)=O)oc3ccc(Cl)cc23)cc1OCC	-5.8
c1ccc(-c2nnc3sc(-c4ccc5c(c4)OCO5)nn23)cc1	-3.1
CCOc1ccc(CNC(=O)c2ccc3[nH]c(C)c(C)c3c2)cc1OC	6.0
O=[N+]([O-])c1cnc(Nc2ccc(Cl)cc2)c([N+](=O)[O-])c1	-8.0
CC(=O)c1ccc(OC(=O)c2cc(Cl)nc3ccccc23)cc1	-1.8
O=C(Oc1cccc2c(OC(=O)N3CCCCC3)cccc12)N1CCCCC1	5.6
O=C(NCC1CCCO1)c1ccco1 (stereo unspecified)	-8.3
Cn1cc(-c2ccnc(NCc3cc(C(F)(F)F)ccc3F)n2)cn1	7.1
CC(C)c1ccc(NC(=O)c2ccccc2NC(=O)C2CC=CCC2C(=O)O)cc1 (stereo unspecified)	3.5
CC(C)(Oc1ccc(Cl)cc1)C(=O)Nc1nc2ccc(S(C)(=O)=O)cc2s1	6.1
O=C(On1nnc2ccccc2c1=O)c1ccncc1	3.1
O=C(Nc1nc2c(s1)CCCCCC2)Nc1ccc(F)cc1F	-12.5
O=C(O)C1C2C=CC(C3CC23)C1C(=O)Nc1ccccc1 (stereo unspecified)	1.9
Cc1oc(C(C)C)cc1C(=O)N1CCC(Cn2cc(CO)nn2)CC1	10.1
CC(=O)c1ccc(N2CCN(C(=O)N=C3CN(CC(C)C)C(=O)c4ccccc43)CC2)cc1	3.3
COc1ccccc1NC(=O)C1CCN(C(=O)c2sc3nc[nH]c(=O)c3c2C)CC1	-6.1
CC(=O)NS(=O)(=O)c1c[nH]ccc1=O	-10.3
COc1ccc(OCNCCN2CCOCC2)cc1	4.0
N#Cc1ccc(Oc2ccc(F)cc2)cc1C#N	13.5

15 of these compounds in a different format.
| mol | RBX1-CUL1 inh |
| --- | --- |
| CC(=O)c1ccc(OC(=O)c2cc(Cl)nc3ccccc23)cc1 | -1.8 |
| O=C(Oc1cccc2c(OC(=O)N3CCCCC3)cccc12)N1CCCCC1 | 5.6 |
| O=C(NCC1CCCO1)c1ccco1 (stereo unspecified) | -8.3 |
| Cn1cc(-c2ccnc(NCc3cc(C(F)(F)F)ccc3F)n2)cn1 | 7.1 |
| CC(C)c1ccc(NC(=O)c2ccccc2NC(=O)C2CC=CCC2C(=O)O)cc1 (stereo unspecified) | 3.5 |
| CC(C)(Oc1ccc(Cl)cc1)C(=O)Nc1nc2ccc(S(C)(=O)=O)cc2s1 | 6.1 |
| O=C(On1nnc2ccccc2c1=O)c1ccncc1 | 3.1 |
| O=C(Nc1nc2c(s1)CCCCCC2)Nc1ccc(F)cc1F | -12.5 |
| O=C(O)C1C2C=CC(C3CC23)C1C(=O)Nc1ccccc1 (stereo unspecified) | 1.9 |
| Cc1oc(C(C)C)cc1C(=O)N1CCC(Cn2cc(CO)nn2)CC1 | 10.1 |
| CC(=O)c1ccc(N2CCN(C(=O)N=C3CN(CC(C)C)C(=O)c4ccccc43)CC2)cc1 | 3.3 |
| COc1ccccc1NC(=O)C1CCN(C(=O)c2sc3nc[nH]c(=O)c3c2C)CC1 | -6.1 |
| CC(=O)NS(=O)(=O)c1c[nH]ccc1=O | -10.3 |
| COc1ccc(OCNCCN2CCOCC2)cc1 | 4.0 |
| N#Cc1ccc(Oc2ccc(F)cc2)cc1C#N | 13.5 |

Following part.
SMILES	RBX1-CUL1 inh
OCC1OC(n2cnc3c(N4CCOCC4)ncnc32)C(O)C1O (stereo unspecified)	3.8
CCOc1ccc(N(CC)C(=O)c2noc3c2COc2ccc(C)cc2-3)cc1	-1.0
O=S(=O)(c1ccc(Oc2ccc3c(c2)OCO3)c(S(=O)(=O)N2CCOCC2)c1)N1CCOCC1	-5.2
COCC(=O)Nc1cc(C(=O)N(C)CCc2cnn(C)c2)c2c(c1)ncn2Cc1ccc(F)cc1	-6.9
N#C/C(=C/c1ccc(O)cc1)c1nc(-c2ccc(-c3ccccc3)cc2)cs1	1.0
CC(=O)c1ccc(N2CCN(S(=O)(=O)c3ccc4c(c3)CC(C)N4C(=O)C3CCC3)CC2)cc1 (stereo unspecified)	-6.2
CC1CCCN(c2ccc(C(=O)N3CCCN(c4ncccn4)CC3)cn2)C1 (stereo unspecified)	-1.5
CCOC(=O)c1cccc(NC(=O)CCc2c(C)nn(-c3ccc(N4CCCC4)nn3)c2C)c1	5.4
O=C(N/N=C/c1ccc(C(F)(F)F)cc1)c1ccncc1	-0.8
Cc1c(N2C(=O)c3ccc(F)cc3C2=O)c(=O)n(-c2ccccc2)n1C	-2.9
COc1ccc(-c2nc3cc(C)ccn3c2NC(=O)c2cccc(F)c2)cc1	4.6
Cc1ccc(NC(=O)N2CCc3c([nH]c4ccccc34)C2c2ccccc2F)c(Cl)c1 (stereo unspecified)	-4.2
CCCSc1nn2c(=O)c3ccccc3nc2s1	10.0
CCOc1cccc(CN2CCC(C(Cc3ccc(F)cc3)N(C)Cc3cn(C)nc3C)CC2)c1O (stereo unspecified)	-4.1
CCOC(=O)c1c(C#N)c(SCC(=O)N(CC)CC)nc2c1CCCC2	-1.0
COc1ccc(CCNC(=O)CCc2c(C)nc3nc(C)nn3c2C)cc1OC	-6.6
Cc1c(C(c2cccc(O)c2)c2c(C)n(C)n(-c3ccccc3)c2=O)c(=O)n(-c2ccccc2)n1C	10.0
CN(C(=O)CSC(=O)C(=O)SCC(=O)N(C)c1ccccc1)c1ccccc1	0.0
Cc1cc(C(=O)O)ccc1NC(=O)c1ccc(NC(=O)C2CC2)cc1	9.2
CC1CN(C(=O)c2cnn(-c3ccccc3)c2NC(=O)c2ccc(Br)cc2)CC(C)O1 (stereo unspecified)	-4.6
CC1(C)Cc2nc(N3CCOCC3)ncc2C(NC(=O)CCC(F)(F)F)C1 (stereo unspecified)	5.2
CCCSc1ncc(Cl)c(C(=O)N(Cc2ccc(Cl)cc2)Cc2ccco2)n1	1.5
CCCN1CCC(NC(=O)c2cccc(OC)c2)CC1	5.5
O=C1c2ccccc2NC(c2cccc([N+](=O)[O-])c2)N1c1ccc2ccccc2c1 (stereo unspecified)	4.8
CCN(C(=O)c1ccc(C(=O)N(CC)c2ccccc2C)cc1)c1ccccc1C	10.9
SMILES	RBX1-CUL1 inh
CC(=O)N=C1C(NC(C)=O)C(=O)N(C)C(=O)N1C (stereo unspecified)	2.3
CCNC(=O)CN(Cc1ccc(Cl)c(Cl)c1)S(=O)(=O)c1ccc(Cl)cc1	3.9
CCc1ccccc1NC(=O)CSc1nnc(COc2ccccc2Cl)o1	4.0
Cc1ccc(Nc2nc(-c3sc(C)nc3C)cs2)cc1	-10.6
CC(C)=C1C(=O)NN(c2ccc(I)cc2)C1=O	0.7
CCCC(C(=O)O)N1C(=O)C2C3C=CC(C3)C2C1=O (stereo unspecified)	2.2
C=CCOc1ccc(CNc2ccc(Cl)c(Cl)c2)cc1OC	5.6
O=C(CC1SCCNC1=O)Nc1cccc(Cl)c1Cl (stereo unspecified)	-1.1
C=CCN1C(=O)/C(=C\c2ccsc2)SC1=S	5.4
O=C(O)c1ccccc1C(=O)Nc1ccc(N2CCN(c3cccc(Cl)c3)CC2)cc1	-3.0
CC(C)N1C(=O)C(N2C(=O)c3ccccc3C2=O)C1/C=C/c1ccccc1 (stereo unspecified)	6.1
O=c1[nH]nnc2c1sc1nc3c(c(-c4ccco4)c12)CCc1ccccc1-3	67.1*
COC(=O)c1c(NC(=O)CSc2nc3scc(-c4ccco4)c3c(=O)n2-c2ccccc2)sc2c1CCC2	-1.6
Cc1ccc(C(C)C)c(OCCNC(=O)c2ccc3ccccc3n2)c1	-2.5
CN=C1NC(=O)CC(C(=O)Nc2cccc(OC)c2)S1 (stereo unspecified)	12.3
CCOc1ccc(CNC(=O)CCS(=O)(=O)c2cc3c4c(c2)CCN4C(=O)CC3)cc1	4.5
O=C(CSc1nc2ccccc2s1)Nc1ccc(OC(F)(F)F)cc1	6.3
CC1CCc2c(sc(NC(=O)c3ccc(Cl)cc3)c2C#N)C1 (stereo unspecified)	-5.0
Cc1cc(C)nc(N2CCN(c3ccc(Cl)cc3)CC2)n1	1.4
COC(=O)c1sc(N2C(=O)c3oc4ccc(C)cc4c(=O)c3C2c2ccc(O)c(OC)c2)nc1C (stereo unspecified)	9.5
CCN(CC)C(=O)c1cc2ncccc2oc1=O	6.5
Cc1cc2nc(-c3cccc(NC(=O)COc4ccc(Cl)c(C)c4)c3)oc2cc1C	-6.8
Cc1ccc(C(=O)C2C(=O)C(=O)N(CCN(C)C)C2c2ccc(OCC(N)=O)cc2)o1 (stereo unspecified)	1.1
Cn1c(SCC(=O)Nc2ccccn2)nc2ccccc21	-7.1
O=C(NC1CCCC1)c1ccc(Cl)cc1Cl	-2.4
SMILES	RBX1-CUL1 inh
CC(C)CNC(=O)c1ccc2c(c1)C(=O)N(Cc1ccco1)C2=O	-0.5
Clc1ccc2c(c1)C(N1CCN(CCOc3ccccc3)CC1)Cc1ccccc1S2 (stereo unspecified)	-6.0
COc1ccc(-c2cc(C(=O)N3c4ccc(F)cc4CCC3C)c3ccccc3n2)cc1OC (stereo unspecified)	0.2
COc1cc(/C=C2/C(=O)NN(c3ccccc3)C2=O)cc(I)c1O	7.0
COc1ccc(C2=NN(c3ccccc3)C(c3ccc(F)cc3)C2)cc1OC (stereo unspecified)	6.9
COc1ccc2c(c1)CCN=C2C(=O)c1ccc(OCc2ccccc2)cc1	-8.2
Fc1ccc(-c2[nH]ncc2CNC2COc3ccccc3C2)cc1 (stereo unspecified)	2.3
O=C(O)c1ccc2nc(-c3ccccc3Cl)[nH]c2c1	-2.8
COc1ccc(N2CCN(C(=O)C3CC3)CC2)cc1	-2.0
O=C1C(=O)N(C(=O)Nc2cccc(C(F)(F)F)c2)c2ccc([N+](=O)[O-])cc21	-3.2
COc1ccc(-c2nc(SCC(=O)NCCCc3ccccc3)n[nH]2)cc1	-3.6
Cc1ccc(N(CC(O)Cn2c3ccccc3c3ccccc32)S(=O)(=O)c2ccc(F)cc2)cc1 (stereo unspecified)	-5.0
CCN(C(=S)NC(=O)Cc1cccc2ccccc12)c1ccccc1	3.0
Cc1cc(C)n2c(Nc3ccc4c(c3)OCCO4)c(-c3ccc(Cl)cc3)nc2n1	4.5
NC(=O)CN1CCC(C(=O)N2CCC3(CCCN(CC4CCCCC4)C3)C2)CC1 (stereo unspecified)	5.5
Cc1ccccc1OCC(=O)NNc1ccc([N+](=O)[O-])cc1[N+](=O)[O-]	35.9*
COc1ccc(NC(=O)CC2C(=O)N(c3ccc(C)cc3)C(=O)N2Cc2ccc3c(c2)OCO3)cc1 (stereo unspecified)	-1.6
CCN1CCC(N(Cc2ccc(F)cc2)C(=O)Nc2cc(C)ccc2C)CC1	-0.7
